Compound activity deposited in PubChem by Sanford-Burnham Center for Chemical Genomics.
UBC13 polyUb = human UBC13 polyubiquitination inhibition; P61088; inhibition, % at 20 µM; AID 485273; UBC13 polyubiquitin chain formation, TR-FRET; 330,000 tested, 0.47% active; in the data active means inhibition above about 45%, passing the limit was not always enough; inconclusive means no clear call, values can overlap the other calls
Gli-Sufu block = blocks Gli-Sufu signaling in a luciferase reporter; Sufu-KO-LIGHT fibroblasts, Gli luciferase reporter luminescence; inhibition, % at 5 µM; 340,000 tested, 0.74% active; AID 588413;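 active means inhibition above about 55%, limit read from the data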;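 further: 0% = DMSO-treated cells and 100% = wells with medium but no cells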
SENP8 inh = blocks the human protease SENP8; Q96LD8; inhibition, % at 10 µM; 330,000 tested, 1.2% active; AID 2540; purified SENP8, Z-RLRGG-aminoluciferin cleavage, luminescence
Target sequence (Q96LD8 whole entry, looked up): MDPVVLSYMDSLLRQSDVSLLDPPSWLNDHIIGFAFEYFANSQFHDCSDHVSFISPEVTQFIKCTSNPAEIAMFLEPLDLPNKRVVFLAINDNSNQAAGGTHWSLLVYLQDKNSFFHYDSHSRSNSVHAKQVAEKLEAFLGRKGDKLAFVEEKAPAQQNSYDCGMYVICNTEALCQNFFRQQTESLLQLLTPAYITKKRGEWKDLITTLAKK
Jurkat NFkB inh = lowers PMA/ionomycin-induced NF-kB signal in Jurkat cells | AID 435003 | 330,000 tested, 0.53% active | inhibition, % at 4 µM | PMA/ionomycin-induced NF-kB luciferase reporter, luminescence
HKDC1 inhibitor = inhibitors of human hexokinase HKDC1; recombinant HKDC1, G6PDH/diaphorase resazurin coupled fluorescence; inhibition, % at 20 µM; 340,000 tested, 0.16% active; AID 493160;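 active means inhibition above about 35% when tested at 20 µM, limit read from the data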;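 further: plate controls were DMSO wells with enzyme for no effect and DMSO wells lacking enzyme for full effect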
Target sequence (Q2TB90 whole entry, looked up): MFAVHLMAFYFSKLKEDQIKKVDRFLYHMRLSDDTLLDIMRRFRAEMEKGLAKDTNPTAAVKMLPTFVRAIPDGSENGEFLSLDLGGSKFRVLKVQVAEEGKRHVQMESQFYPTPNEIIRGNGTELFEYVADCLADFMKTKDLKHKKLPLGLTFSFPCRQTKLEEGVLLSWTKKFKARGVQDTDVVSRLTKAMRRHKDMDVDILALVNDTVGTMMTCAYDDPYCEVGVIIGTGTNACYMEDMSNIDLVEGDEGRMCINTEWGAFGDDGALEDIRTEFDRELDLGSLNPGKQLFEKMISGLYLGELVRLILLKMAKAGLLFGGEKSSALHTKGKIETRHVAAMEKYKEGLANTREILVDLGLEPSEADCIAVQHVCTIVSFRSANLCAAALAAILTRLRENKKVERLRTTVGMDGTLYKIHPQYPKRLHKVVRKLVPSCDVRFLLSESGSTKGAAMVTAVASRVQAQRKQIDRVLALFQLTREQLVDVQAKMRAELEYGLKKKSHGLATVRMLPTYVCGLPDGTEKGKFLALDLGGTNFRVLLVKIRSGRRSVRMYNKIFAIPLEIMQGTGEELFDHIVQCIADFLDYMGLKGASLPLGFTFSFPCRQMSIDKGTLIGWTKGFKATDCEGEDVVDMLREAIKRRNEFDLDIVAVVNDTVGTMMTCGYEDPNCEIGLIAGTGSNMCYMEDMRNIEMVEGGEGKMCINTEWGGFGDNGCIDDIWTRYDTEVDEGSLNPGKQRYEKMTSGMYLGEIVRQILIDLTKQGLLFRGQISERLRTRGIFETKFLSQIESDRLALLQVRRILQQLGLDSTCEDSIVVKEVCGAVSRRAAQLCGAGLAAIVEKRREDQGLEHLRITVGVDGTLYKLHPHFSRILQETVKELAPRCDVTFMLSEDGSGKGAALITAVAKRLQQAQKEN
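Test system: recombinant HKDC1 (HK5) hexokinase enzyme, produced in-house / Doses: 20 µM test compound, 1% DMSO / Timing: 90 min, room temperature / Detection: G6PDH/diaphorase-coupled fluorescence, 1 mM NADP, 100 µM resazurin, 525/613 nm / Control set: DMSO wells with and without enzyme mix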
697 NFkB inh = lowers PMA/ionomycin-induced NF-kB signal in 697 B cells; 697 B-cell NF-kB luciferase reporter, 16 h; inhibition, % at 4 µM; 330,000 tested, 0.33% active; AID 435022; in the data active means inhibition above about 35%
SENP7 block = blocks the human protease SENP7. Q9BQF6. recombinant SENP7, Z-RLRGG-aminoluciferin luminescence, 40 min. inhibition, % at 5 µM. 330,000 tested, 1.5% active;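 active means inhibition above about 50% at the single test dose, limit read from the data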;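 further: plate controls were DMSO with enzyme for no effect and no enzyme buffer wells for full effect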
Apaf-1 inh = inhibitors of human Apaf-1 apoptosome. O14727. reconstituted apoptosome caspase-3 activity, DEVD-Rh110 fluorescence. inhibition, % at 20 µM. 330,000 tested, 0.71% active. AID 489030; active means inhibition of at least 40% at 20 µM;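 further: plate controls were DMSO wells for no effect and DEVD-CHO caspase inhibitor wells for full effect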
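Material: reconstituted apoptosome with Apaf-1, cytochrome c, caspase-9, procaspase-3, dATP / Buffer or medium: pH 7.5 Hepes buffer with CHAPS, BSA, DTT / Also added: cytochrome c with DEVD-Rh110 / Schedule: compound with Apaf-1, dATP, procaspase-3 30 min, then 50 min reaction, room temperature / Technique: rhodamine 110 fluorescence at Ex 480/Em 540 nm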
* = called active by the depositor; u = inconclusive; x = not tested or not shown. Unless noted, no stated cut-off is given here; in the data, active means inhibition above about 50%; inactive means the rest.

1	CCOC(=O)c1sc(NC(=O)C(CC)Sc2nc3ccccc3[nH]2)nc1C (configuration not stated)
2	COC(=O)CC(NC(=O)Nc1ccc(C)cc1)c1cccc([N+](=O)[O-])c1 (configuration not stated)
3	Cc1cccc(C)c1NC(=O)C1CC(=O)N(C(C)C)C1 (configuration not stated)
4	O=C(CCCOC(=O)c1ccc(O)cc1O)c1ccc(Br)cc1
5	COc1ccc(OCCCCN2CCC(C)CC2)cc1
Assay by compound	1	2	3	4	5
UBC13 polyUb	-4	9	0	8	-2
Gli-Sufu block	-4	-6	-1	-6	13
SENP8 inh	1	7	4	-2	0
Jurkat NFkB inh	11	9	-10	10	-1
HKDC1 inhibitor	-3	-3	-2	-1	-7
697 NFkB inh	16	10	7	14	13
SENP7 block	-3	3	1	3	5
Apaf-1 inh	0	-1	0	14	-1

Two compounds picked at random from the list so far:
3	Cc1cccc(C)c1NC(=O)C1CC(=O)N(C(C)C)C1 (configuration not stated)
5	COc1ccc(OCCCCN2CCC(C)CC2)cc1
Assay by compound	3	5
UBC13 polyUb	0	-2
Gli-Sufu block	-1	13
SENP8 inh	4	0
Jurkat NFkB inh	-10	-1
HKDC1 inhibitor	-2	-7
697 NFkB inh	7	13
SENP7 block	1	5
Apaf-1 inh	0	-1

Carrying on:
6	Cc1ccc2oc(C(=O)N(C)CCC(O)c3ccccc3)c(C)c2c1 (configuration not stated)
7	CS(=O)(=O)N(CC(=O)NCCc1ccccc1)c1cccc([N+](=O)[O-])c1
8	CC(=O)NCCc1nc2cc(NC(=O)c3ccc([N+](=O)[O-])cc3)ccc2n1C
9	CCN(CC(=O)Nc1ccccc1C(F)(F)F)C(=O)C1CC(=O)N(Cc2ccccc2)C1 (configuration not stated)
10	Cn1nc(C(=O)NCc2ccccc2Cl)c2c1-c1ccccc1S(=O)(=O)C2
Assay by compound	6	7	8	9	10
UBC13 polyUb	11	-3	8	10	3
Gli-Sufu block	-15	-11	x	-3	4
SENP8 inh	-6	1	-3	-4	-4
Jurkat NFkB inh	4	-6	-53	16	7
HKDC1 inhibitor	-8	-1	0	-2	-4
697 NFkB inh	-23	5	-21	24	-12
SENP7 block	-13	3	-3	-1	-11
Apaf-1 inh	0	0	-1	17	-5

11	COc1ccccc1NC(=O)CSc1nnnn1-c1ccc(C)cc1
12	COc1ccc(-c2oc(=O)c3cc(OC)c(OC)cc3c2C(F)(F)F)cc1
13	CCn1cc(CN2CCC(n3nccc3NC(=O)CCc3ccccc3)CC2)cn1
14	Cc1nn(-c2ccccc2)c2nc(N)c(C(N)=O)cc12
15	CC(NC(=O)Nc1ccccc1)C(c1cccs1)N1CCN(C)CC1 (configuration not stated)
Assay by compound	11	12	13	14	15
UBC13 polyUb	13	3	5	20	-3
Gli-Sufu block	3	32	84*	1	9
SENP8 inh	-7	4	-4	3	-11
Jurkat NFkB inh	8	6	9	1	-5
HKDC1 inhibitor	6	-4	2	-5	-3
697 NFkB inh	18	-8	12	-12	-8
SENP7 block	0	1	-3	3	22
Apaf-1 inh	10	10	4	10	2

Some entries already given, reduced to 697 NFkB inh.
entry	Structure	697 NFkB inh
13	CCn1cc(CN2CCC(n3nccc3NC(=O)CCc3ccccc3)CC2)cn1	12
14	Cc1nn(-c2ccccc2)c2nc(N)c(C(N)=O)cc12	-12

Single entries from the results shown.
Value for CCn1cc(CN2CCC(n3nccc3NC(=O)CCc3ccccc3)CC2)cn1 under SENP8 inh: -4
Value for COc1ccc(-c2oc(=O)c3cc(OC)c(OC)cc3c2C(F)(F)F)cc1 under HKDC1 inhibitor: -4
Value for COc1ccccc1NC(=O)CSc1nnnn1-c1ccc(C)cc1 under UBC13 polyUb: 13
Value for CC(NC(=O)Nc1ccccc1)C(c1cccs1)N1CCN(C)CC1 (configuration not stated) under SENP7 block: 22

The list continues:
16	CC(=O)[C@@H]1[C@@H](C(=O)c2ccccc2)[C@]2(C(=O)Nc3ccccc32)[C@H]2C=Cc3cc(F)ccc3N12
17	CCOC(=O)C1CCN(Cc2c(F)cccc2Cl)CC1
18	O=C(N/C(=C\c1ccccc1)C(=O)N1CCCCC1)c1ccco1
19	Cc1cccc(-c2nc(NCCCN(C)C)c3ccccc3n2)c1
20	CC(=O)c1cccc(NC(=O)CNC(=O)Cc2cccc3ccccc23)c1
Assay by compound	16	17	18	19	20
UBC13 polyUb	-10	-1	0	24	10
Gli-Sufu block	-2	-3	-2	55*	6
SENP8 inh	-5	2	-2	-15	5
Jurkat NFkB inh	-5	-21	-13	-16	9
HKDC1 inhibitor	-2	-5	-5	9	-3
697 NFkB inh	-16	-14	0	-7	18
SENP7 block	7	-4	-4	-4	7
Apaf-1 inh	19	-6	5	3	-4

21	O=C(NCc1n[nH]c(=S)n1-c1ccc(F)cc1)c1ccco1
22	CC1CCCCN1C(=O)COC(=O)c1n[nH]c2ccccc12 (configuration not stated)
23	CCn1c(=O)c(C(=O)CN2CC(C)OC(C)C2)c(N)n(Cc2ccccc2)c1=O (configuration not stated)
24	CCOc1ccc2nc(NC(=O)Cn3[nH]c(=O)c4ccccc4c3=O)sc2c1
25	CCN(CC)c1ccc(C2C3CCCCC3(O)CCN2C(=O)c2cccs2)cc1 (configuration not stated)
Assay by compound	21	22	23	24	25
UBC13 polyUb	-14	4	8	-7	6
Gli-Sufu block	17	-15	-2	-15	3
SENP8 inh	-11	1	2	9	-1
Jurkat NFkB inh	-1	-17	2	-38	8
HKDC1 inhibitor	-4	3	1	7	1
697 NFkB inh	3	-21	-8	-72	22
SENP7 block	10	6	2	-2	3
Apaf-1 inh	1	-11	-8	-26	11

26	COc1ccc(-n2nc3c(c2NC(C)=O)CS(=O)(=O)C3)cc1
27	O=S(=O)(c1ccccc1)c1cnc2ccccc2c1
28	CCOc1ccc(C(=S)N2CCCC2)cc1OC
29	CCn1cc(C2CC(=O)NC2=O)c2ccccc21 (configuration not stated)
30	CCC(C)n1c(SCC(=O)Nc2ccccc2C(F)(F)F)nc2ccsc2c1=O (configuration not stated)
Assay by compound	26	27	28	29	30
UBC13 polyUb	6	5	-12	17	2
Gli-Sufu block	0	-14	-5	-2	3
SENP8 inh	0	1	-10	-3	-2
Jurkat NFkB inh	18	1	-9	12	0
HKDC1 inhibitor	-2	3	-5	-7	12
697 NFkB inh	3	-4	-9	-1	-6
SENP7 block	4	-4	-7	-3	2
Apaf-1 inh	0	-5	3	-22	18

31	CC1CC(=O)C2=C(C1)Nc1ccccc1N(C(=O)COc1ccccc1)C2c1ccco1 (configuration not stated)
32	CC1(C)CC(=O)C2=C(C1)NC(=O)NC2c1ccc(Cl)cc1 (configuration not stated)
33	COc1ccc(NC(=O)Cn2nnc(C(=O)NCc3cccc(OC)c3)c2N)cc1
34	COc1ccc(N2C(=O)c3cccc4cc(Br)cc(c34)C2=O)cc1
35	CC(C)(C)c1ccc(O)c(/C=N\O)c1
Assay by compound	31	32	33	34	35
UBC13 polyUb	5	2	4	-7	-8
Gli-Sufu block	0	-5	-11	-5	-10
SENP8 inh	0	3	4	1	-15
Jurkat NFkB inh	-2	0	-1	-11	-16
HKDC1 inhibitor	2	-4	-4	-12	2
697 NFkB inh	3	14	16	5	-27
SENP7 block	0	3	3	9	-2
Apaf-1 inh	0	6	12	4	12

36	CCNc1nc(N)c(C(=O)c2ccc(Cl)s2)s1
37	CC(CCc1ccccc1)NS(=O)(=O)c1ccc(Cl)c(C(=O)O)c1 (configuration not stated)
38	Cc1ccc2c(c1)C(C)CC(C)(C)N2C(=O)NC1CCCCC1 (configuration not stated)
39	CCn1cc(CN2CCN(Cc3cccc(OC)c3)C(CCO)C2)c(C)n1 (configuration not stated)
40	O=C1c2cccnc2C(O)N1Cc1ccc(F)cc1 (configuration not stated)
Assay by compound	36	37	38	39	40
UBC13 polyUb	-11	-4	2	-10	15
Gli-Sufu block	-67	20	-9	16	-5
SENP8 inh	-14	5	-1	3	-6
Jurkat NFkB inh	-41	-6	2	-3	-11
HKDC1 inhibitor	1	-3	4	-2	4
697 NFkB inh	-203	6	7	-3	4
SENP7 block	-7	0	4	-7	-2
Apaf-1 inh	5	10	-2	-4	-15

41	COc1ccc(NS(=O)(=O)c2ccc(NC(=O)CCNS(=O)(=O)c3ccc(C)cc3)cc2)cc1
42	CN(Cc1ccccc1)C(=O)COC(=O)COc1ccc(Cl)cc1
43	Cc1cc(C(=O)Nc2nnc(C(F)(F)F)s2)no1
44	COc1ccc(N(C(=O)Cn2nnc(-c3ccc(F)cc3)n2)C(C)C(=O)NC2CCCC2)cc1OC (configuration not stated)
45	C=CCOC(=O)/C(=C\C=C\c1ccccc1)NC(=O)c1ccccc1
Assay by compound	41	42	43	44	45
UBC13 polyUb	7	11	-1	0	-6
Gli-Sufu block	-1	1	3	-23	-5
SENP8 inh	1	-5	-6	-8	0
Jurkat NFkB inh	7	3	-7	-13	-10
HKDC1 inhibitor	15	-3	0	1	-6
697 NFkB inh	-7	5	-3	-1	-24
SENP7 block	2	1	10	4	3
Apaf-1 inh	-1	3	-11	8	23

46	COc1ccc(N(CC(=O)NCCSCc2ccco2)S(=O)(=O)c2ccccc2)cc1Cl
47	O=C(c1cccc(-n2cnnn2)c1)N1CCOCC1
48	COc1cc(C(=O)OCC(=O)Nc2c(F)cccc2F)cc(OC)c1C
49	COc1ccc(N2CCN(C(=O)c3cccc(Cn4cc(Cl)cn4)c3)CC2)cc1
50	Cc1cc(C)cc(NC(=O)CSc2nnc(-c3ccccc3C)o2)c1
Assay by compound	46	47	48	49	50
UBC13 polyUb	5	7	4	1	4
Gli-Sufu block	3	-2	0	6	-57
SENP8 inh	-5	2	7	-4	-1
Jurkat NFkB inh	-4	0	-7	17	-52
HKDC1 inhibitor	9	-9	12	-5	2
697 NFkB inh	-2	5	12	-2	-22
SENP7 block	2	6	-3	10	8
Apaf-1 inh	19	-18	-11	-3	36

51	Cc1cccc(NC(=O)CSCC(=O)Nc2ccc(S(=O)(=O)N3CCOCC3)cc2)c1
52	CCOC(=O)c1ccc(Nc2cc(C)nc(-c3ccccc3O)n2)cc1
53	CCc1sc(C(=O)NCc2ccco2)cc1Br
54	O=C(NC1CCCCC1)c1ccc(S(=O)(=O)NCc2cccnc2)cc1
55	CCOc1ccccc1/C=C(/NC(=O)c1ccccc1)C(=O)NC(C)c1ccccc1 (configuration not stated)
Assay by compound	51	52	53	54	55
UBC13 polyUb	6	u	-9	-1	-6
Gli-Sufu block	1	4	6	-1	4
SENP8 inh	-7	-6	-11	-9	-10
Jurkat NFkB inh	6	-13	5	10	2
HKDC1 inhibitor	-2	-5	3	9	-10
697 NFkB inh	17	12	-5	-15	6
SENP7 block	-2	1	7	3	-3
Apaf-1 inh	7	0	15	4	7

56	COCCn1c(SCC(=O)N(C)C2CCS(=O)(=O)C2)nc2ccccc2c1=O (configuration not stated)
57	Nn1c(SCC(=O)N2CCN(S(=O)(=O)c3ccc(Cl)cc3)CC2)nnc1-c1cccs1
58	N#Cc1c(NC(=O)CSc2nnc(-c3ccccc3O)n2-c2ccccc2)sc2c1CCCC2
59	COc1ccc(C2C(=O)c3ccccc3C2=O)cc1
60	COC(=O)COc1cccc(NC(=O)c2cc(OC)cc(OC)c2)c1
61	Cc1c(Br)c(C(F)(F)F)nn1CC(=O)N(C)C1CCCCC1
62	Cc1ccc(S(=O)(=O)N2CCCC(C(=O)N3CCN(c4ccccc4)CC3)C2)cc1 (configuration not stated)
63	CC(=O)c1ccc(-n2nnnc2SCC(=O)Nc2cccc(NC(=O)c3ccco3)c2)cc1
Assay by compound	56	57	58	59	60	61	62	63
UBC13 polyUb	-12	-2	-9	-13	2	2	1	-2
Gli-Sufu block	12	0	-9	-45	-5	4	11	-11
SENP8 inh	-1	-4	-1	62*	11	0	6	0
Jurkat NFkB inh	2	-4	0	-4	2	13	11	-4
HKDC1 inhibitor	-9	2	-2	-3	-11	1	-3	-3
697 NFkB inh	10	8	-12	-27	-2	13	-3	-19
SENP7 block	-9	-6	4	12	35	3	-8	3
Apaf-1 inh	-5	7	8	7	-7	-2	10	6

An unsorted share of the library, and some 3.6% of all compounds hit somewhere here.
